D2 PAM – HTS Assay for Positive Allosteric Modulators of the Human D2 Dopamine Receptor: Primary Screen for Potentiators. AID 485347, 2010. potentiation, % at 10 µM. D(2) dopamine receptor (Homo sapiens), P14416. actives 0.34% (n = 340,000). HEK293 T-REx D2, calcium flux, EC20 dopamine potentiation;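 active = potentiation over 3 SD above the plate norm, cut at about 30% in these data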; also: 0% is about no effect
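Tetracycline-induced Hek293 Trex D2 cells, force-coupled to calcium, loaded with no-wash calcium dye. Compound added with 180 s kinetic read for agonism, then EC20 dopamine and a further 180 s read for potentiation.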
RXFP1 agonist – qHTS Assay for Agonists of the Relaxin Receptor RXFP1; AID 2676, 2010; Potency, µM (doses to about 57.5 µM), inactives show at the top dose activation, actives largely listed as activators; Relaxin receptor 1 (Homo sapiens), Q9HBX9; actives 0.3% (n = 370,000); HEK293T-RXFP1 cAMP TR-FRET, 30 min; response scale: percent of porcine relaxin response, buffer zero; also: potency is read from the fitted curve at half-maximal effect; % is scaled to controls: 0 for no effect and ±100 for the full control effect; nearly all actives have a fitted effect of over 60% in size; many of its hits are not listed in these tables
Target sequence (Q9HBX9 whole entry, looked up): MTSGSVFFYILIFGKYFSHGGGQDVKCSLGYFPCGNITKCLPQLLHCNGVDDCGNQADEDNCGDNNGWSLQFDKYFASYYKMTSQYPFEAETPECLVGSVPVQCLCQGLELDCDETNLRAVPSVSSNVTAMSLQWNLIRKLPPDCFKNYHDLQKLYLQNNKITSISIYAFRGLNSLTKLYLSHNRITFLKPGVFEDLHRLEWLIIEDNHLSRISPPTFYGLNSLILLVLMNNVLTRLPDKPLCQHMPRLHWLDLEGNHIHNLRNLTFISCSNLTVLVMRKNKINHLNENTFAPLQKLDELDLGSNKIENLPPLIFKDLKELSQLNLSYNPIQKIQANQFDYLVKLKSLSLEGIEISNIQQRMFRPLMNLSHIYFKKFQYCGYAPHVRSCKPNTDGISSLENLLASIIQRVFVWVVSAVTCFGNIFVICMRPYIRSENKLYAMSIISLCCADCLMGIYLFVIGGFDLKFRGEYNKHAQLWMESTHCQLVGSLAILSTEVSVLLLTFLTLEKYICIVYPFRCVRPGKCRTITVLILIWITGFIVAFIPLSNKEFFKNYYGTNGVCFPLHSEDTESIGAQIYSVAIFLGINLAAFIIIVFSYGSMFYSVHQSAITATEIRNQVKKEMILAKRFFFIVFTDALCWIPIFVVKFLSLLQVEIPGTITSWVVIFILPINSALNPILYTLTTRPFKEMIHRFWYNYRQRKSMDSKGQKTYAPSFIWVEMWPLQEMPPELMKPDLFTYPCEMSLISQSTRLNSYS
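HEK293 cells stably expressing RXFP1, treated 30 min at 37C with compounds plus PDE4 inhibitor Ro 20174; cAMP measured by HTRF TR-FRET. Normalized to buffer and 29 nM porcine relaxin; EC50 by Hill fit.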
Vif-A3G inh – qHTS for Inhibitors of Vif-A3G Interactions: qHTS; DNA dC->dU-editing enzyme APOBEC-3G (Homo sapiens), Q9HC16; HeLa A3G-eYFP + Vif (tagged APOBEC3G with the HIV-1 protein that degrades it), YFP fluorescence, overnight; Potency, µM (doses to about 46.1 µM), inactives show at the top dose activity, negative = active, most hits filed as inhibitors; actives 0.076% (n = 410,000); AID 602310, 2012;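 also: potency is read from the fitted curve at half-maximal effect; % is scaled to controls: 0 for no effect and ±100 for the full control effect; nearly all actives have a fitted effect of over 60% in size; hits raise eYFP signal because A3G escapes Vif-driven loss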
Target sequence (Q9HC16 whole entry, looked up): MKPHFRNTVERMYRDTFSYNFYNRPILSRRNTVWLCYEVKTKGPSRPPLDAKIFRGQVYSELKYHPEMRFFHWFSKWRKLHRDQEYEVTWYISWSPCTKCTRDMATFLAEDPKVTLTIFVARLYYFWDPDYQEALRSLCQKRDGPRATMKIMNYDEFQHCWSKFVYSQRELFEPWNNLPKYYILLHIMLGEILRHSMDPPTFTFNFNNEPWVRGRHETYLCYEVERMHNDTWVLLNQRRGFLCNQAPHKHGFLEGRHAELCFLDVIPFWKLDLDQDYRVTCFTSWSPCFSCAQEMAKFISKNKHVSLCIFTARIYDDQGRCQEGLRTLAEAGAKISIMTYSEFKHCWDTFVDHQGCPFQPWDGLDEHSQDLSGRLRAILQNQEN
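HeLa cells stably expressing Vif and C-terminally eYFP-tagged A3G, seeded overnight at 37 deg C, then exposed to compound by pintool overnight at 37 deg C. Rise in yellow fluorescence (Ex 488/Em 500-530, Acumen) marks blocked Vif-driven A3G degradation.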
D1 antag – Antagonist of Human D 1 Dopamine Receptor: qHTS. AID 504652, 2011. D(1A) dopamine receptor (Homo sapiens), P21728. activity change, negative = inhibition, % at 10 µM. actives 3.2% (n = 360,000). HEK293 TREx D1 cells, calcium flux, dopamine EC80; active compounds read low; in the data active = activity change below about -30%; also: % is scaled to controls: 0 for no effect and ±100 for the full control effect
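Inducible Hek293 Trex D1 cells (tetracycline, overnight, 30 C). Calcium dye 30–90 min RT. Antagonist mode: EC80 dopamine added after 180 s compound read.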
D1 agonist – Allosteric Agonists of the Human D1 Dopamine Receptor: qHTS; D(1A) dopamine receptor (Homo sapiens), P21728; HEK293 T-REx D1 cells, calcium flux, agonist mode; activation, % at 2 µM; actives 1% (n = 360,000); in the data active = activation above about 30%; also: 0% is about no effect
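Inducible HEK293 T-REx D1 cells, force-coupled to calcium signalling, were plated at 4000 cells/well with tetracycline and held overnight at 30 C. After no-wash calcium dye loading, compound-evoked calcium rise over 180 s flagged agonists.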
D1 potentiator – Potentiators of Human D1 Dopamine Receptor: qHTS | D(1A) dopamine receptor (Homo sapiens), P21728 | HEK293 TREx D1 cells, calcium flux, dopamine EC20 potentiation | potentiation, % at 10 µM | actives 0.036% (n = 360,000); in the data active = potentiation above about 30%; also: 0% is about no effect
Vif-A3F inh – qHTS for Inhibitors of Vif-A3F Interactions: qHTS; actives 0.2% (n = 390,000); HeLa A3F-eYFP + Vif (tagged APOBEC3F with the HIV-1 protein that degrades it), YFP fluorescence increase; Potency, µM (titrated, usually from 46.1 µM), without a hit: top-dose activity, negative = active; AID 602313, 2012; also: potency is read from the fitted curve at half-maximal effect; % of control where 0% means no effect; nearly all actives have a fitted effect of over 65% in size
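HeLa cells stably expressing Vif plus C-terminally eYFP-tagged A3F were seeded, incubated overnight at 37 deg C, dosed with compound, incubated overnight again at 37 deg C. Yellow fluorescence (Ex 488/Em 500-530) reported blocked Vif-mediated A3F-eYFP degradation.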
Glioma ERSR ind – qHTS for Inducers of the Endoplasmic Reticulum Stress Response (ERSR) in Human Glioma: qHTS. U87-MG GRP78 promoter luciferase reporter, 16 h. Potency, µM, for the others: at the top dose activation, actives largely listed as activators. actives 0.02% (n = 420,000). AID 602332, 2012; also: potency is read from the fitted curve at half-maximal effect; series mostly up to about 76 µM; % of control where 0% means no effect; nearly all actives have a fitted effect of over 35% in size
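Stably transfected U87-MG human glioma cells carrying a GRP78-based luminescent sensor were seeded at 1000 cells/well, pin-dosed with compounds and incubated 16 h. Luciferase reagent was then added, and end-point luminescence was read after 10 min at room temperature.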
RXFP1 antagonist – qHTS Assay for Antagonists of the Relaxin Receptor RXFP1; actives 0.59% (n = 350,000); HEK293-RXFP1, relaxin-stimulated cAMP HTRF, 30 min; active compounds read low; Relaxin receptor 1 (Homo sapiens), Q9HBX9; activity change, negative = inhibition, % at 57.5 µM;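 active = activity change of -60% or lower, but not beyond a set lower limit; inconclusive = change between -60% and -40%, or beyond the set limit; inactive = change above -40%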; also: % is scaled to controls: 0 for no effect and ±100 for the full control effect
* marks the source's active call; other numbers are inactive results. Unless noted, calls follow the shape of the dose curve; as a rule, active = well fitted curve in the direction sought with a large enough effect; inconclusive = small, poorly fitted or top-dose-only effect, or another doubt; inactive = no such curve, though single readings can be large; an effect the other way counts as inactive or inconclusive. The list is partial (hit frequency here may not be typical).

Results for O=C(Cc1ccc(S(=O)(=O)N2CCOCC2)s1)NCCc1ccc(F)cc1 ?
D2 PAM: -2; RXFP1 agonist: 3.4%; Vif-A3G inh: -4%; D1 antag: -7; D1 agonist: 12; D1 potentiator: -8; Vif-A3F inh: -6%; Glioma ERSR ind: 3%; RXFP1 antagonist: -8

How did CC(C)(C)NC(=O)COc1ccc(S(=O)(=O)N2CCCC2)cc1 do in these assays?
D2 PAM: -4; RXFP1 agonist: -2.2%; Vif-A3G inh: -3%; D1 antag: -19; D1 agonist: 0; D1 potentiator: -2; Vif-A3F inh: -5%; Glioma ERSR ind: -4%; RXFP1 antagonist: 12

How did O=C(CN1C(=O)c2ccccc2C1=O)OCC(=O)c1ccccc1 do in these assays?
D2 PAM: 5; RXFP1 agonist: -0.7%; Vif-A3G inh: 2%; D1 antag: 9; D1 agonist: 1; D1 potentiator: 0; Vif-A3F inh: -9%; Glioma ERSR ind: 0%; RXFP1 antagonist: 4

Results for CCN(CC(=O)Nc1cccc(OC)c1)C(=O)C1CCN(C(=O)Nc2ccccc2)CC1 ?
D2 PAM: -5; RXFP1 agonist: -0.2%; Vif-A3G inh: 1%; D1 antag: -9; D1 agonist: 1; D1 potentiator: -7; Vif-A3F inh: 0%; Glioma ERSR ind: 2%; RXFP1 antagonist: -13

How did Cc1nc(SCC(=O)Nc2cc(C)on2)c2c(C)c(C)sc2n1 do in these assays?
D2 PAM: 8; RXFP1 agonist: 7.3%; Vif-A3G inh: -5%; D1 antag: -3; D1 agonist: 2; D1 potentiator: -3; Vif-A3F inh: 0%; Glioma ERSR ind: -3%; RXFP1 antagonist: -6

What do the screens show for `O=C(OCC(=O)c1ccc(Cl)cc1Cl)c1ccc2c(c1)C(=O)N(c1cccc3ncccc13)C2=O`?
D2 PAM: 11; RXFP1 agonist: 4.3%; Vif-A3G inh: 5%; D1 antag: -11; D1 agonist: 4; D1 potentiator: -5; Vif-A3F inh: -9%; Glioma ERSR ind: 1%; RXFP1 antagonist: 5

Results for Cc1ccc(C(=O)NCC(=O)NNC(=O)CN(C)S(=O)(=O)c2ccc(Cl)cc2)s1 ?
D2 PAM: 7; RXFP1 agonist: 0.6%; Vif-A3G inh: 3%; D1 antag: 28; D1 agonist: 5; D1 potentiator: -4; Vif-A3F inh: -2%; Glioma ERSR ind: -4%; RXFP1 antagonist: -4

What do the screens show for `Cc1ccc(NC(=O)CSc2ccccc2)cc1S(=O)(=O)N1CCCCC1`?
D2 PAM: -10; RXFP1 agonist: -0.3%; Vif-A3G inh: 3%; D1 antag: 2; D1 agonist: 11; D1 potentiator: -2; Vif-A3F inh: -8%; Glioma ERSR ind: 0%; RXFP1 antagonist: -6

How did CC(C(=O)Nc1cccc(S(=O)(=O)N2CCOCC2)c1)N1CCN(C)CC1 (configuration not stated) do in these assays?
D2 PAM: -3; RXFP1 agonist: 2.1%; Vif-A3G inh: 0%; D1 antag: -6; D1 agonist: 5; D1 potentiator: 0; Vif-A3F inh: 10%; Glioma ERSR ind: -6%; RXFP1 antagonist: 10

Results for CSCCC(NC(=O)c1cc(S(=O)(=O)N2CCOCC2)ccc1C)c1nc2ccccc2[nH]1 (configuration not stated) ?
Vif-A3G inh: -9%; Vif-A3F inh: -16%; Glioma ERSR ind: 2%; RXFP1 antagonist: 4

Results for CCn1c2ccccc2c2cc(/C=N/NC(=O)c3cccc(C)c3)ccc21 ?
D2 PAM: 8; RXFP1 agonist: 0.2%; Vif-A3G inh: inconclusive; D1 antag: -13; D1 agonist: 0; D1 potentiator: 4; Vif-A3F inh: -13%; Glioma ERSR ind: 0%; RXFP1 antagonist: -15

Results for O=C(NCc1ccccc1)C(c1ccco1)N(C(=O)c1ccccn1)c1ccccc1 (configuration not stated) ?
D2 PAM: -2; RXFP1 agonist: 0.9%; Vif-A3G inh: -2%; D1 antag: 31; D1 agonist: 0; D1 potentiator: -3; Vif-A3F inh: -2%; Glioma ERSR ind: -2%; RXFP1 antagonist: 10

How did COc1ccc(CCNC(=O)CCS(=O)(=O)c2ccc3c(c2)NC(=O)CS3)cc1OC do in these assays?
D2 PAM: 1; RXFP1 agonist: 0.8%; Vif-A3G inh: -6%; D1 antag: 8; D1 agonist: 4; D1 potentiator: 5; Vif-A3F inh: 1%; Glioma ERSR ind: -2%; RXFP1 antagonist: 7

Results for Cc1ccc(-c2csc(/C(C#N)=C/Nc3ccc4c(c3)OCCO4)n2)cc1 ?
D2 PAM: -1; RXFP1 agonist: 3.2%; Vif-A3G inh: 3%; D1 antag: -1; D1 agonist: 1; D1 potentiator: -5; Vif-A3F inh: -1%; Glioma ERSR ind: -3%; RXFP1 antagonist: -20

How did Cc1ccc(N(CC(=O)N(C)Cc2ccccc2)S(C)(=O)=O)cc1C do in these assays?
D2 PAM: 5; RXFP1 agonist: 3.9%; Vif-A3G inh: -2%; D1 antag: -6; D1 agonist: 3; D1 potentiator: -5; Vif-A3F inh: 1%; Glioma ERSR ind: 3%; RXFP1 antagonist: 5

The closing 2 entries of the section above are carried over, then new ones follow:
Results for Cc1ccc(-c2csc(/C(C#N)=C/Nc3ccc4c(c3)OCCO4)n2)cc1 ?
D2 PAM: -1; RXFP1 agonist: 3.2%; Vif-A3G inh: 3%; D1 antag: -1; D1 agonist: 1; D1 potentiator: -5; Vif-A3F inh: -1%; Glioma ERSR ind: -3%; RXFP1 antagonist: -20

How did Cc1ccc(N(CC(=O)N(C)Cc2ccccc2)S(C)(=O)=O)cc1C do in these assays?
D2 PAM: 5; RXFP1 agonist: 3.9%; Vif-A3G inh: -2%; D1 antag: -6; D1 agonist: 3; D1 potentiator: -5; Vif-A3F inh: 1%; Glioma ERSR ind: 3%; RXFP1 antagonist: 5

How did O=C(CN1C(=O)CCSc2ccccc21)Nc1cccc(F)c1 do in these assays?
D2 PAM: 4; RXFP1 agonist: 0.7%; Vif-A3G inh: 1%; D1 antag: 10; D1 agonist: 6; D1 potentiator: -7; Vif-A3F inh: inconclusive; Glioma ERSR ind: -5%; RXFP1 antagonist: -10

How did COc1ccccc1CN(C)C(=O)c1sccc1-c1ccccc1 do in these assays?
D2 PAM: 16; RXFP1 agonist: -3.3%; Vif-A3G inh: -9%; D1 antag: 9; D1 agonist: 4; D1 potentiator: 4; Vif-A3F inh: -1%; Glioma ERSR ind: -5%; RXFP1 antagonist: -23

What do the screens show for `CCCC(c1nnnn1C(C)(C)C)N1CCN(Cc2ccccc2)CC1` (configuration not stated)?
D2 PAM: 0; RXFP1 agonist: 0.1%; Vif-A3G inh: 0%; D1 antag: -6; D1 agonist: 2; D1 potentiator: 2; Vif-A3F inh: -2%; Glioma ERSR ind: -4%; RXFP1 antagonist: 11

Results for O=C(ON=C1CCN(S(=O)(=O)c2ccccc2)CC1)c1ccc(Cl)cc1 ?
D2 PAM: -5; RXFP1 agonist: -1.1%; Vif-A3G inh: 0%; D1 antag: 1; D1 agonist: 1; D1 potentiator: -1; Vif-A3F inh: 2%; Glioma ERSR ind: -3%; RXFP1 antagonist: -6

What do the screens show for `CCOc1ccc(N2CC(c3nc4ccccc4n3Cc3ccccc3F)CC2=O)cc1` (configuration not stated)?
D2 PAM: 0; RXFP1 agonist: -0.5%; Vif-A3G inh: 7%; D1 antag: 4; D1 agonist: 7; D1 potentiator: -1; Vif-A3F inh: -11%; Glioma ERSR ind: 1%; RXFP1 antagonist: 2

Results for Cc1cccc(C)c1OCC(=O)NCc1ccccc1 ?
D2 PAM: 5; RXFP1 agonist: -2.6%; Vif-A3G inh: -2%; D1 antag: -2; D1 agonist: 3; D1 potentiator: -5; Vif-A3F inh: -4%; Glioma ERSR ind: -3%; RXFP1 antagonist: -7

Results for CCOCCCNCC(=O)Nc1ccc(OC(F)(F)F)cc1 ?
D2 PAM: 7; RXFP1 agonist: 4.7%; Vif-A3G inh: -3%; D1 antag: 5; D1 agonist: 2; D1 potentiator: -8; Glioma ERSR ind: -3%; RXFP1 antagonist: 1

What do the screens show for `CNS(=O)(=O)c1ccc(C)c(S(=O)(=O)NC)c1`?
D2 PAM: -9; RXFP1 agonist: 1.6%; Vif-A3G inh: 0%; D1 antag: 5; D1 agonist: -1; D1 potentiator: -6; Vif-A3F inh: -9%; Glioma ERSR ind: -5%; RXFP1 antagonist: -5

Results for O=C(Nc1ccc(N2CCOCC2)c(Cl)c1)c1c(F)c(F)c(F)c(F)c1F ?
D2 PAM: -4; RXFP1 agonist: 8.1%; Vif-A3G inh: 3%; D1 antag: 1; D1 agonist: 15; D1 potentiator: -3; Vif-A3F inh: -2%; Glioma ERSR ind: -7%; RXFP1 antagonist: 2

How did Cc1ccc(S(=O)(=O)Nc2c(C)cc(C)nc2Cl)cc1 do in these assays?
D2 PAM: -5; RXFP1 agonist: -2.7%; Vif-A3G inh: -5%; D1 antag: 3; D1 agonist: 1; D1 potentiator: -10; Vif-A3F inh: 1%; Glioma ERSR ind: -7%; RXFP1 antagonist: -5

How did CCCSC1=C(C#N)C(c2ccccc2C)C(C(=O)OC)C(=O)N1 (configuration not stated) do in these assays?
D2 PAM: 1; RXFP1 agonist: 0.9%; Vif-A3G inh: 0%; D1 antag: -7; D1 agonist: 0; D1 potentiator: -1; Vif-A3F inh: 1%; Glioma ERSR ind: -2%; RXFP1 antagonist: 10

Results for COc1ccc(N2CCN(Cc3cc(=O)c(OCC(=O)NC4CCCC4)co3)CC2)cc1 ?
D2 PAM: 7; RXFP1 agonist: -0.8%; Vif-A3G inh: 2%; D1 antag: 5; D1 agonist: 0; D1 potentiator: -1; Vif-A3F inh: -3%; Glioma ERSR ind: -3%; RXFP1 antagonist: -7

Source: PubChem BioAssay
